Bioassay records as filed in PubChem BioAssay.
OXTR potentiate: human OXTR potentiators, primary screen, fluorescence, CHO-OTR cells, Fluo-8 calcium; Oxytocin receptor (Homo sapiens), P30559; Fluo-8 calcium fluorescence, potentiator mode; 0% = oxytocin EC15, 100% = EC100; 320,000 tested, 0.061% active; AID 2445, 2010; activation, % at 3 µM;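 active = activation above that plate's cutoff, the mean activation of tested compounds plus 3 SD, cut at about 6.6% in these data, passing the limit was not always enough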;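 note: 100% uses oxytocin at 75 nM as the full agonist control; some results filed as inactive read as strong as hits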
Target sequence (P30559 whole entry, looked up): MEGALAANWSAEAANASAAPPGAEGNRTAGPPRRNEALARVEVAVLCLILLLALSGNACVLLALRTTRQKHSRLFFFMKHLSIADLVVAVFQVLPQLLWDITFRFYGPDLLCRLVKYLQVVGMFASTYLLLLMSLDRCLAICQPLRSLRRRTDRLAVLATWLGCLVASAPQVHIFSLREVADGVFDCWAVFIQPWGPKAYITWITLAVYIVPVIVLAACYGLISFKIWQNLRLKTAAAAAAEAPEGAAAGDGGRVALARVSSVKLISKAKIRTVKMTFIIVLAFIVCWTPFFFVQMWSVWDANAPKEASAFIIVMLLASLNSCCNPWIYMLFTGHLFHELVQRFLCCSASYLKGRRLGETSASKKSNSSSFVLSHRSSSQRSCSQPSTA
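System: human OTR in CHO cells / Also added: sub-maximal oxytocin, roughly EC15 / Control set: EC15 oxytocin low, 75 nM oxytocin high / Schedule: 6 min compound pre-incubation at room temperature, 100 s kinetic read / Compound: single-point 3.0 µM / Replication: singlicate / Technique: Fluo-8 calcium dye fluorescence / Read-out basis: % activation of max/min ratio relative to oxytocin controls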
CHRM4 agonist: human M4 muscarinic receptor agonists, primary screen, CHO-K1 cells, Fluo-8 calcium fluorescence | activation, % at 3 µM | CHO-K1 hM4/Gqi5; vehicle 0%, full acetylcholine response 100% | 360,000 tested, 0.14% active;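 active = activation above the run mean over all test wells plus 3 SD, cut at about 32% in these data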;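 note: peak over basal fluorescence ratio per well then scaled between controls; 0% = DMSO wells and 100% = acetylcholine at EC100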
Target sequence (P08173 whole entry, looked up): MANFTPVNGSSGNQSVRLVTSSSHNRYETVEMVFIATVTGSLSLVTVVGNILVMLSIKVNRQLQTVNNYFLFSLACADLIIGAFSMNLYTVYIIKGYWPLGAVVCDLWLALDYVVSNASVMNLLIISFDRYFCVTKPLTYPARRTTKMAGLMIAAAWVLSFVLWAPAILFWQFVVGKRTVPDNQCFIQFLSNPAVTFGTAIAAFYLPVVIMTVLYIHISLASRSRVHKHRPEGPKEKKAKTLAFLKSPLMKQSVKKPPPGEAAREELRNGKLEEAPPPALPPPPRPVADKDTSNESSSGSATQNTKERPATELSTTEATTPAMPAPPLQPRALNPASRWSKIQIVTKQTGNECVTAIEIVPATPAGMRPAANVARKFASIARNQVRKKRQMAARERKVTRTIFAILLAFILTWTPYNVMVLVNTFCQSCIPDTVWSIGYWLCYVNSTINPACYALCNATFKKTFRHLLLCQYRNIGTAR
CHO parental Ca: ATP-evoked calcium signal inhibitors, parental CHO, primary screen, counter-screen for OX1R antagonist project, cell-based, fluorescence, Fluo-8 calcium dye; parental CHO-K1, ATP-induced calcium, Fluo-8 fluorescence; inhibition, % at 5.6 µM; 330,000 tested, 0.63% active;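 active = inhibition above that plate's mean sample inhibition plus 3 SD, cut at about 26% in these data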;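 note: 0% = ATP-challenged DMSO wells and 100% = DMSO wells without ATP; some compounds past the cut are filed as inactive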
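Assay system – parental CHO cells · Reagent – ATP stimulus · Detection – intracellular calcium via Fluo-8 no-wash fluorescent dye · Evaluation – percent inhibition of ATP-evoked calcium rise, normalized to controls · Controls – ATP wells versus no-ATP DMSO wells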
CHRM1 PAM: human M1 muscarinic receptor positive allosteric modulators, primary screen, CHO-K1 cells, Fluo-8 calcium fluorescence, 1536-well; Muscarinic acetylcholine receptor M1 (Homo sapiens), P11229; CHO-K1 hM1, ACh EC20; 0% = ACh EC20, 100% = maximal ACh; 360,000 tested, 0.088% active; AID 588819, 2011; activation, % at 3 µM; in the data active = activation above about 19%, passing the limit was not always enough
M1 ag parental: counter-screen for M1 agonists: effect in parental CHO-K1 cells; Fluo-8 calcium fluorescence; scaled to maximal ATP response, vehicle zero; activation, % at 3 µM; 360,000 tested, 0.48% active; AID 602248, 2012; in the data active = activation above about 15%;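 note: untransfected CHO-K1 host cells lacking M1 receptor as counterscreen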
CHO-K1 Ca antag: nonselective inhibitor or artifact in parental CHO-K1 cells. ATP-induced calcium, Fluo-8 fluorescence. inhibition, % at 3 µM. 360,000 tested, 0.6% active;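 active = inhibition above a per-plate cutoff, the plate's mean sample inhibition plus 3 SD, cut at about 24% in these data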;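 note: 0% = DMSO plus EC80 ATP and 100% = DMSO alone without ATP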
CHRM1 agonist: human M1 muscarinic receptor agonists, primary screen, Fluo-8 calcium fluorescence, CHO-K1 cells, HTS. AID 588814, 2011. CHO-K1 hM1, agonist mode; 0% DMSO, 100% acetylcholine EC100. 360,000 tested, 0.33% active. activation, % at 3 µM. Muscarinic acetylcholine receptor M1 (Homo sapiens), P11229;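 active = activation above the run's mean compound activation plus 3 SD, cut at about 16% in these data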;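 note: peak over basal fluorescence ratio within a 140 s kinetic read after compound addition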
CHRM4 antagonist: human M4 muscarinic receptor antagonists, primary screen, CHO cells, Fluo-8 calcium fluorescence. CHO-hM4 cells, ACh EC80. 360,000 tested, 0.73% active. Muscarinic acetylcholine receptor M4 (Homo sapiens), P08173. inhibition, % at 3 µM;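 active = inhibition above its plate's cutoff, the mean inhibition of sample wells plus 3 SD, cut at about 27% in these data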;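 note: 0% = acetylcholine EC80 with DMSO and 100% = DMSO without agonist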
M1 antag: human M1 muscarinic receptor antagonists, primary screen, CHO-K1 cells, Fluo-8 calcium fluorescence, 1536-well; AID 588852, 2011; 360,000 tested, 1.3% active; inhibition, % at 3 µM; Muscarinic acetylcholine receptor M1 (Homo sapiens), P11229; CHO-K1 hM1, ACh EC80 antagonist;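 active = percent inhibition above its own plate's cutoff, namely the mean of that plate's compound wells plus 3 SD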;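 note: peak over basal fluorescence ratio during 140 s after agonist addition; 0% = ACh EC80 plus DMSO and 100% = DMSO alone without agonist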
* marks the source's active call; other numbers are inactive results; nt = no result given.

nr	canonical_smiles	CHO parental Ca	CHO-K1 Ca antag	OXTR potentiate	CHRM1 PAM	CHRM4 agonist	M1 antag	M1 ag parental	CHRM4 antagonist	CHRM1 agonist
1	O=C(COC(=O)c1ccc(Cl)c(S(=O)(=O)N2CCOCC2)c1)Nc1ccc2[nH]c(=O)[nH]c2c1	5.0	-11.5	-6.3	7.1	0.7	-5.5	0.4	7.8	-2.6
2	CCOC(=O)c1nn(-c2ccc(OCC)cc2)c(C)c1C(C)=O	-4.2	-10.3	-5.9	6.2	3.8	-10.1	2.1	0.6	-6.4
3	O=C(COc1ccc([N+](=O)[O-])cc1)N1CCN(c2nnc(-c3ccccc3)c3ccccc23)CC1	-21.6	6.4	0.7	4.8	0.9	-5.8	1.1	-12.5	-4.1
4	COc1ccccc1NC(=O)CN1C(=O)CCS(=O)(=O)c2ccccc21	-10.4	-4.4	-5.0	-0.6	1.3	-0.3	0.1	-11.9	-0.6
5	O=C(O)c1cccc(N2C(=O)C3CC=C(Cl)CC3C2=O)c1 (stereo not given)	-1.0	11.5	-7.5	-4.4	0.1	22.8	-0.3	12.5	-1.1
6	CCOC(=O)c1cn(CC)c2ccc(S(=O)(=O)N3CCC(C)CC3)cc2c1=O	-9.6	-44.6	-2.1	5.7	0.6	-10.5	-0.1	-7.1	-5.4
7	COc1ccc(S(=O)(=O)n2nc(-c3ccc(Cl)cc3)cc2N)cc1OC	0.4	-0.8	-3.0	6.5	3.4	1.9	1.4	-2.6	0.2
8	COc1ccc(S(=O)(=O)N2CCN(Cc3ccccc3)CC2)cc1OC	nt	-9.7	nt	0.6	3.5	-8.0	2.5	-3.1	0.7
9	CCn1c(SCc2cccc(F)c2)nc2c(c1=O)SCC2	13.3	-13.1	-4.1	0.2	-2.0	8.9	-0.2	-3.4	-0.3
10	CCOc1ccc(NC(=O)Cc2ccccc2)c([N+](=O)[O-])c1	-25.2	-8.0	-4.0	-1.3	0.5	5.4	0.9	-2.3	-7.5
11	CCCCn1c(N)c(N(CC(C)C)C(=O)CSc2ccc([N+](=O)[O-])cc2)c(=O)[nH]c1=O	-12.5	-7.9	1.0	13.6	0.8	-26.2	0.3	-3.0	1.9
12	COc1ccc(C#Cc2ccc3c(c2)O[C@H](CN(C)C(C)=O)[C@H](C)CN([C@@H](C)CO)S3(=O)=O)cc1	nt	1.0	nt	-0.8	10.3	-10.8	4.3	-17.4	-4.2
13	CC1(C(=O)Nc2ccc3c(c2)OCO3)CCN1C(=O)C1(c2ccc(Cl)cc2)CC1 (stereo not given)	nt	-17.0	nt	-7.8	5.6	-2.9	2.1	-13.8	-1.1
14	COC(=O)C1=C(C)N(C(C)c2ccccc2)C(=O)/C1=C\c1ccco1 (stereo not given)	-21.2	-7.3	4.2	3.4	-0.1	-4.3	0.1	-7.1	-4.1
15	Cc1ccc(S(=O)(=O)N2CCCC2CNC(=O)C(=O)Nc2ccccc2)cc1 (stereo not given)	-14.1	1.8	-7.1	2.0	8.1	6.7	1.2	-12.8	-4.4
16	O=S1(=O)C[C@H](N2CCCC2)[C@@H](COCc2ccccc2)N1	nt	24.8*	nt	12.9	0.6	5.9	-0.5	-5.3	9.6
17	CCOC(=O)c1cc(C)sc1/N=C/C1C(=O)CCCC1=O	-4.3	-3.2	2.5	7.2	0.2	-12.1	0.7	13.7	-6.0
18	COC(=O)N/N=C\c1ccccc1OC/C=C/c1ccccc1	nt	-1.3	nt	5.1	4.3	-4.0	0.8	8.9	1.2
19	CC(=O)N(c1ccc(N(C(C)=O)S(=O)(=O)c2ccccc2)cc1)S(=O)(=O)c1ccccc1	-8.9	-17.9	-5.5	15.2	-0.2	-7.6	0.0	-7.2	5.3
20	Cc1ccccc1Nc1c(-c2cccnc2)nc2ccc(Br)cn12	-30.2	-5.2	-2.2	-4.9	7.7	7.3	3.7	11.9	-4.0
21	O=C1Cc2cc(NS(=O)(=O)c3ccc(Cl)cc3)cc3c2N1CCC3	-23.8	-0.3	-8.3	1.1	2.4	-5.1	0.3	-8.9	-2.7
22	CC(=O)C1=C(c2ccc(Br)cc2)C(=O)c2ccccc2C1=O	-14.5	-14.9	-8.4	-12.0	0.8	1.4	1.5	-3.4	-1.7
23	O=C(N/N=C/C1CC2CCC1C2)c1c[nH]c2ccccc12 (stereo not given)	0.3	4.8	-4.0	8.0	0.9	-1.7	0.2	-1.8	-1.2
24	O=C1C=CC(=O)N1N(c1ccccc1)c1ccccc1	-11.7	12.7	5.4	11.6	2.0	3.2	-0.3	-0.6	0.9
25	COc1cccc(C(=O)/C=C2\NCCc3cc(OC)c(OC)cc32)c1	-26.1	-13.2	-2.7	0.3	8.4	4.3	3.8	-14.7	-4.8
26	O=C(NNC(=O)c1ccc(-c2ccccc2)cc1)Nc1ccc(F)cc1F	13.2	-4.6	-8.8	5.8	-0.6	-5.8	0.1	7.8	-3.1
27	COC(=O)C1=C(NC(=O)c2ccccc2C)CCS1	-17.3	13.3	-12.0	1.1	-1.3	6.2	-0.5	1.7	-1.3
28	CCOc1ccc(NS(=O)(=O)c2ccc3c(c2)oc(=O)n3C)cc1	-14.0	3.5	-8.3	1.2	3.7	7.6	1.7	6.1	-1.8
29	CN1CC(c2ccc(Cl)c(Cl)c2)[C@@]2(COc3ccccc3C2=O)[C@@]12C(=O)Nc1ccccc12 (stereo not given in full)	-8.6	-9.3	-1.2	1.5	0.0	-6.9	-0.2	-3.7	-2.3
30	CC(=O)C1=CCC(c2ccccc2)N(S(=O)(=O)c2ccc(Cl)cc2)C1 (stereo not given)	nt	14.0	nt	-0.7	3.4	9.6	1.2	-16.1	-8.8

Quoted at random: two entries already listed, in no set order.
nr	canonical_smiles	CHO parental Ca	CHO-K1 Ca antag	OXTR potentiate	CHRM1 PAM	CHRM4 agonist	M1 antag	M1 ag parental	CHRM4 antagonist	CHRM1 agonist
28	CCOc1ccc(NS(=O)(=O)c2ccc3c(c2)oc(=O)n3C)cc1	-14.0	3.5	-8.3	1.2	3.7	7.6	1.7	6.1	-1.8
21	O=C1Cc2cc(NS(=O)(=O)c3ccc(Cl)cc3)cc3c2N1CCC3	-23.8	-0.3	-8.3	1.1	2.4	-5.1	0.3	-8.9	-2.7

More entries:
nr	canonical_smiles	CHO parental Ca	CHO-K1 Ca antag	OXTR potentiate	CHRM1 PAM	CHRM4 agonist	M1 antag	M1 ag parental	CHRM4 antagonist	CHRM1 agonist
31	O=C(Cc1ccccc1)Nc1cccc(C(=O)N/N=C/c2ccco2)c1	4.2	-12.7	-4.2	1.7	1.9	-7.9	2.0	6.7	-3.7
32	O=C(O)c1n[nH]c2c1CCCC2	13.6	-0.1	-2.5	4.8	-0.2	-9.1	0.1	4.4	-2.5
33	Cc1cccc(C)c1NC(=O)CN(C)CC(=O)N1CC(=O)Nc2ccccc21	-9.7	0.2	-7.9	-3.2	1.5	-2.1	0.3	-10.1	-1.7
34	COc1ccccc1OCCC(=O)OCC(=O)NC(C)c1ccccc1 (stereo not given)	-11.3	-3.9	0.6	3.1	1.3	3.7	0.3	-2.8	-5.9
35	CCCCn1c(N)c(N(CCOC)C(=O)c2cc(-c3ccc(OC)c(OC)c3)nc3ccccc23)c(=O)[nH]c1=O	4.6	3.7	-0.4	11.4	0.6	-12.2	-0.3	-5.9	-2.3
36	CN(C)S(=O)(=O)c1ccc(Cl)c(C(=O)OCC(=O)NC(=O)c2cccn2C)c1	-8.7	-7.1	-6.5	4.5	6.4	-7.5	4.0	-12.9	-4.9
37	C=CC[C@H](CC(=O)N(CCO)Cc1ccccc1)C(=O)NC[C@H](OC(=O)[C@@H](CC=C)CC(=O)OC(C)(C)C)c1ccccc1	-16.3	-15.5	-7.3	-17.2	15.0	16.5	3.1	12.9	-7.8
38	COc1ccccc1N(C)S(=O)(=O)c1ccc(C(=O)NC(C)(C)C)cc1	-7.5	-10.1	-14.4	4.6	1.8	-24.9	1.2	4.9	-1.7
39	O=C1CN(C(=O)COC(=O)CCCOc2ccccc2)c2ccccc2N1	0.0	-12.3	-4.6	9.9	1.7	-0.5	-0.2	0.3	-1.6
40	O=C(Oc1cc(Cl)ccc1Cl)C1=CC=CN2CCS(=O)(=O)N=C12	-9.5	-7.4	-4.2	2.3	1.3	-2.2	0.7	-0.4	1.2
41	N#C/C(=N\Nc1ccccc1)C(=N)N1CCCCCC1	11.3	-5.6	-6.3	-1.8	10.8	0.8	3.5	1.0	-4.8
42	CCOC(=O)N1CCN(C(=O)C(=O)NNC(=O)COc2ccc(Cl)c(C)c2)CC1	-13.1	-8.2	7.8	0.7	0.6	2.6	0.6	6.2	0.9
43	CCOC(=O)C(C)Sc1ncnc2nc[nH]c12 (stereo not given)	-5.3	3.8	2.0	6.3	1.9	-9.6	0.2	11.9	0.4
44	O=C(c1ccccc1F)N1CCCC(C(=O)N2CCN(c3ccccc3)CC2)C1 (stereo not given)	-20.4	10.4	2.6	10.4	1.8	-14.0	0.0	-14.5	-0.2
45	Cc1ccccc1OCc1ccc(C(=O)N2CCOCC2)o1	-2.9	-8.5	-2.8	6.1	-0.1	-4.1	1.2	-0.1	-3.5
46	CC1(C(=O)Nc2cccc(OC(F)(F)F)c2)Cc2c(-c3cccc(C(N)=O)c3)ccnc2O1 (stereo not given)	nt	-14.0	nt	3.3	11.8	-6.5	7.1	-11.1	-0.3
47	COc1cccc(/C=C/C(=O)OCC(=O)NCc2ccco2)c1	-8.2	14.2	0.9	-6.2	1.0	8.9	-0.1	-6.9	-4.1
48	CNC(=O)c1ccc(NC(=O)c2cc(S(=O)(=O)N3CCOCC3)ccc2N2CCCC2)cc1	-19.8	-11.2	-3.0	0.3	1.6	-3.2	-0.3	3.2	-8.1
49	CCCOc1ccc2oc(=O)c3c(c2c1)CCCN3C(=O)CN1CCc2ccccc2C1	-16.5	-29.0	-1.9	-1.1	0.7	-12.4	0.8	-6.6	-7.1
50	COc1ccccc1N1C(=O)c2ccc(C(=O)Nc3ccc(F)cc3)cc2C1=O	22.2	-9.2	-7.8	-6.7	7.9	4.6	7.7	-1.6	1.6
51	O=C(OCCCN=C1NS(=O)(=O)c2ccccc21)c1ccccc1F	-2.8	9.6	-12.5	8.1	1.1	-8.8	0.9	5.9	-4.2
52	CCOC(=O)Cc1csc(NC(=O)c2cccc(N3C(=O)CCC3=O)c2)n1	3.0	-13.9	-6.4	5.2	2.2	-5.9	1.5	-1.4	-2.3
53	COC(=O)C(Sc1nc(C)cc(C)c1C#N)c1ccccc1 (stereo not given)	-20.4	-24.7	-6.1	6.9	1.1	-2.8	0.7	-2.6	-6.3
